# Bioassay records deposited in PubChem by National Center for Advancing Translational Sciences (NCATS).
# UDG counter = counter-screen for AID inhibitors: uracil-DNA glycosylase inhibition | FRET deamination/UDG coupled assay, UDG read, 4 h | Potency, µM (doses to about 115 µM), inactives show top-dose activity change, negative = inhibition, most hits filed as inhibitors | 91,000 tested, 0.14% active; further: nearly all actives have a fitted effect of over 65% in size
# AID inh = blocks human AID cytidine deaminase activity. Q9GZX7. AID deamination FRET fluorescence, UDG-coupled, 4 h. Potency, µM (titrated, usually from 115 µM), inactives show top-dose activity change, negative = inhibition, most hits filed as inhibitors. 91,000 tested, 0.32% active; further: nearly all actives have a fitted effect of over 25% in size
# * hit, by the source's call; ? = inconclusive; & = joins results of further samples; [ ] = dose if it differs, or a comment. The call rests on the fitted dose curve; in most records, active means well fitted curve in the direction sought with a large enough effect; inconclusive means small, poorly fitted or top-dose-only effect, or another doubt; inactive means no such curve, though single readings can be large; an effect the other way counts as inactive or inconclusive. On the % scale 0 is the no-effect control and ±100 the full control effect; potency means the concentration at half of the fitted maximal effect. Only part of the results is shown. The share of hits here may be higher or lower than overall.
SMILES	UDG counter	AID inh
CCOC(=O)C1CCCN(S(=O)(=O)c2ccc(N3CCCCS3(=O)=O)cc2)C1 (stereo not drawn)	1%&1%	-13%&-4%
COc1cccc(CNC(=O)CCc2nnc3n(CC(C)C)c(=O)c4ccccc4n23)c1	-1%	-2%
CCCCN(CCCC)c1nc(-c2ccccc2)cc(-c2ccccc2)c1C#N	3%	-3%
CC1(C(Cl)(Cl)Cl)C=CC(=Nc2ccccc2)C=C1 (stereo not drawn)	0%	-7%
Cc1ccc(-n2nc(C)c3c(C)cc(=O)n(CC(=O)Nc4cccc(C)c4C)c32)cc1	11%	10%
CCCNC(=O)NC(=O)CN(Cc1ccco1)C1CC1	-2%	-3%
Oc1c(C(c2ccc(Cl)cc2Cl)N2CCN(Cc3ccccc3)CC2)sc2nc(-c3ccco3)nn12 (stereo not drawn)	9%	2%
CCc1ccccc1N1CC(c2nc3ccccc3n2CCOc2ccc(Cl)c(C)c2)CC1=O (stereo not drawn)	?	?
Cc1nn(C(=O)c2ccc(Br)cc2)c(C)c1Sc1ccccc1	?	10%
CCc1ccc(-n2nc(-c3nc4ccccc4s3)c(N)c2C(=O)OC)cc1	-4%	-11%
COc1cc2c(=O)n(CCc3ccccc3)c(=O)n(CC(=O)Nc3ccccc3)c2cc1OC	-16%	-1%
Cc1ccc2oc(-c3ccc(C)c(NC(=O)c4cccs4)c3)nc2c1	7%	9%
CC(C)(C)c1cc(C#N)cc(C(C)(C)C)c1O	8%	4%
O=C(CN1CCCC1)NCCCc1ccccc1	-12%	-9%
O=C(Cc1csc2ccccc12)NCc1ccccc1F	-2%	4%
O=C(/C=C/c1ccc(Cl)cc1)c1ccc(O)cc1	-5%	-2%
Cc1ccc(NC(=O)Cc2nnc(SCC(=O)NC34CC5CC(CC(C5)C3)C4)n2C)cc1C	89µM*	-28%
O=C(O)c1cc(-c2cccs2)nc2ccccc12	2%	8%
Cc1cccc(Cn2cc3c(=O)n(CC(=O)Nc4ccc(C)c(F)c4)nc-3c3cc(F)ccc32)c1	-5%[57.5 µM]	-1%
O=C(NC1CCCCCCC1)c1cc(C(F)(F)F)cc(C(F)(F)F)c1	4%	-1%
O=C(/C=C/c1cnc2ccccc2n1)NCc1cccnc1	-9%	-1%
CCOC(=O)CC(=O)CSc1nc2ccccc2c(=O)n1-c1ccc(C(=O)NCCOC)cc1	-2%	20%
CC(C)c1nnc2ccc(N3CCCC(C(=O)NCCc4ccc(F)cc4)C3)nn12 (stereo not drawn)	4%	-6%
O=C1CN(C(=O)CCn2c(-c3ccccc3)cc3ccccc32)CCN1	16%	8%
CCOc1ccc(/C=C/c2nc3ccccc3n2S(=O)(=O)c2cccc(Cl)c2)cc1	-2%	-8%
COc1ccc(C)cc1NC(=O)c1ccc2c(=O)n3c(nc2c1)CCCCC3	4%&-4%	-5%&-1%
CN(C)CCNc1oc(-c2ccc(F)cc2)nc1C#N	2%	-1%
COc1ccc2c(c1)c1c(c(=O)n(Cc3ccccc3)c(=O)n1CC(=O)Nc1ccccc1OC)n2C	6%	14%
Cc1oc(-c2nc(C#N)c(N3CCN(C)CC3)o2)cc1S(=O)(=O)N(C)c1ccccc1	4%	5%
CC1=C(c2ccc(C)c(C)c2)S(=O)(=O)NC1=NCc1ccccc1Cl	2%	-9%

# Single records (already shown). Order of screens: UDG counter, AID inh
# CCOC(=O)CC(=O)CSc1nc2ccccc2c(=O)n1-c1ccc(C(=O)NCCOC)cc1 in the list: -2%, 20%
# CCOc1ccc(/C=C/c2nc3ccccc3n2S(=O)(=O)c2cccc(Cl)c2)cc1 in the list: -2%, -8%

# Next results follow.
SMILES	UDG counter	AID inh
O=C(CCc1ccsc1)NCC1CCCO1 (stereo not drawn)	4%	7%
O=C(Nc1ccc(S(=O)(=O)N(Cc2ccccc2)c2ccccc2)cc1)c1ccc(F)cc1	-20%[57.5 µM]	-8%[57.5 µM]
CCCCC(NS(=O)(=O)Cc1ccccc1)C(=O)O (stereo not drawn)	-2%	3%
COc1cccc(-c2c(NC(=O)c3ccco3)oc3ccc(Cl)cc3c2=O)c1	-3%	2%
CC(C)(C)C(=O)Nc1cccc(-c2cn3cccnc3n2)c1	-14%	14%
Cc1cc2oc(C(=O)Nc3cccc(Cl)c3)cc(=O)c2cc1C	-9%	-3%
CCCOC1(C(F)(F)F)NC(=O)N(c2ccc(Cl)cc2)C1=O (stereo not drawn)	-2%	-2%
CCCCN(CCCNC(=O)c1cc(Nc2ccc(OC)c(OC)c2)nc2ccccc12)c1ccccc1	-20%[57.5 µM]	17%
O=C(OCc1ccc(Cl)cc1Cl)c1ccc(O)cc1	-3%	-11%
COCC(=O)NC1CCN(Cc2nnnn2-c2ccccc2)CC1	5%	6%
CC(NC(=O)C12CC3CC(CC(C3)C1)C2)c1cccs1 (stereo not drawn)	-5%	5%
O=C(O)Cc1ccc2c(c1)[nH]c1ccccc12	-6%	-2%
Cc1ccc2nc3c(cc(C(=O)NCc4ccco4)c(=N)n3C(C)C)c(=O)n2c1	-6%	56%[activator]
CC(SC(C)c1ccccc1)C(=O)Nc1ccccc1F (stereo not drawn)	-4%	-6%
CCOc1ccc(CC(=O)NCc2ccc3c(c2)CCN3C(C)=O)cc1OCC	-8%	4%
COc1cccc(C2CC(=O)Nc3c2c(=O)nc2c(C)cccn32)c1OC (stereo not drawn)	0%	3%
Cc1cccn2c(=O)c3cc(C(=O)N(Cc4ccccc4)Cc4ccccc4)n(C)c3nc12	-15%	-19%
O=c1cc(-c2ccccc2)c2ccc(OCc3ccccc3)cc2o1	3%	-9%
CCCCCCCCCCCCCCCCCCOC[C@H](COP(=O)([O-])OCC[N+](C)(C)C)OC	-12%	-6%
COC(=O)CC1Oc2ccccc2-n2cc(-c3ccc(Cl)cc3)nc21 (stereo not drawn)	-15%	?
COc1ccc(/C=C/C(=O)c2ccc(C)cc2)cc1	-5%	-17%
CN(C)c1ccc(S(=O)(=O)N2CCCCC2)cc1NS(=O)(=O)c1ccc2ccccc2c1	0%	-4%
OC(CC#CN1CCCCC1)(c1ccccc1)C1CCCC1 (stereo not drawn)	-1%	-4%
CC(NC(=O)CCc1ncc(-c2ccc(F)cc2F)o1)c1ccc2c(c1)OCO2 (stereo not drawn)	-5%	-10%
COc1cccc(CNC(=O)c2sc3ncccc3c2-n2c(C)ccc2C)c1OC	?	?
CCCCCCCCCCCCCCCC(=O)Nc1ccccc1	7%	-2%
CCn1cc(C(=O)NCCc2ccc(Cl)cc2)c(=O)c2cc(S(=O)(=O)N3CCc4ccccc4C3)ccc21	-5%	-5%
Cc1ccc(C)c(CSc2nc3ccncc3n2Cc2nc(-c3ccccc3Cl)oc2C)c1	-3%	-16%
Cn1c(=O)c2c(nc(N3CCN(c4ccccn4)CC3)n2Cc2ccccc2Cl)n(C)c1=O	-13%	-10%
CCCn1nc(C)cc1-c1nn2c(-c3cccc(F)c3)nnc2s1	-5%	6%
O=c1cc(-c2ccc(F)cc2)nc(SCc2nc(-c3ccccc3Cl)no2)[nH]1	-16%	-6%
CC(C)(C)OC(=O)N1CCC(c2c(C(=O)N3CCN(Cc4ccccc4)CC3)cnn2-c2ccc(Cl)cc2)CC1	?	?
CCOc1ccc(NC(=O)C(C)Oc2ccccc2OC)c2cccnc12 (stereo not drawn)	-4%	29%
C=CCSC1=N/C(=C\c2ccc(C)s2)C(=O)S1	2%	-4%
Cc1ccc(-c2nnc(Nc3ccc(Br)cc3)c3ccccc23)cc1S(=O)(=O)NCc1nc2ccccc2[nH]1	-6%[57.5 µM]	-2%[57.5 µM]
Cc1cc(C)c2cccc(C)c2n1	0%	-7%
COc1cccc(NC(=O)c2cnc(SCC(=O)N3CCOCC3)n(C)c2=O)c1	0%	25%
COc1ccc(CNc2nc3ccccc3c3nc(-c4ccccc4)nn23)cc1	?	-12%
Cc1ccc(N2CCN(C(=O)c3cc4ccccc4[nH]3)CC2)cc1	-15%	1%
COc1ccc(OC)c(CNS(=O)(=O)c2ccc3c(c2)CCCN3C(C)=O)c1	-6%	2%

# An excerpt of these results, with each value named.
COc1cccc(NC(=O)c2cnc(SCC(=O)N3CCOCC3)n(C)c2=O)c1
  UDG counter: 0%
  AID inh: 25%

COc1ccc(CNc2nc3ccccc3c3nc(-c4ccccc4)nn23)cc1
  UDG counter: ?
  AID inh: -12%

Cc1ccc(N2CCN(C(=O)c3cc4ccccc4[nH]3)CC2)cc1
  UDG counter: -15%
  AID inh: 1%

COc1ccc(OC)c(CNS(=O)(=O)c2ccc3c(c2)CCCN3C(C)=O)c1
  UDG counter: -6%
  AID inh: 2%

# More entries.
SMILES	UDG counter	AID inh
Cc1c(C)c2ccc(OC(C)C(=O)NCc3cccnc3)cc2oc1=O (stereo not drawn)	-1%	2%
CCCCCn1c(=O)[nH]c2cc(C(=O)NCc3ccc(C)cc3)ccc2c1=O	3%	5%
CCOc1ccc(/C=C/c2nc(C#N)c(NCc3ccccc3)o2)cc1	-7%&-20%	?
CCCOc1cccc(C2c3c(oc4ccc(F)cc4c3=O)C(=O)N2CCCN2CCOCC2)c1 (stereo not drawn)	-3%	20%
CC1=C(C(=O)Nc2cccnc2)C(c2ccccc2Cl)n2nc(-c3ccccc3)nc2N1 (stereo not drawn)	7%	24%
CSc1ccc(NC(=O)C2CCN(c3ncccn3)CC2)cc1	3%	-2%
Cc1nc(N)sc1C	-11%	-13%
Cc1cc(Cl)ccc1NC(=O)Cn1nc(C(=O)O)c2ccccc2c1=O	?	-2%
Cn1nc(C(=O)N(Cc2ccc3c(c2)OCO3)C2CCCC2)c2ccccc2c1=O	-6%	-6%
OCc1cnc2ccccc2c1	10%	12%
COc1ccc(NC(=O)C(=O)NCC2(c3ccccc3)CCCC2)c(OC)c1	-21%	?
CN(Cc1ccccc1)C(=O)c1cn(C)c2ccc(S(=O)(=O)N(C)C3CCCCC3)cc2c1=O	-10%[57.5 µM]	3%[57.5 µM]
COc1ccc(CCC(=O)NC2CC(=O)N(c3ccc(OC)cc3)C2)cc1 (stereo not drawn)	1%	6%
Cc1nc2ccn(Cc3cccnc3)c(=O)c2cc1C(=O)Nc1ccc(F)cc1F	7%	-1%
Cc1ccccc1C(=O)N(Cc1sccc1C)C1CCS(=O)(=O)C1 (stereo not drawn)	-7%	1%
O=C(NCCc1ccccn1)c1ccc(F)cc1	-1%	0%
O=C(NC1CC1)c1cc(SCC(=O)N2CCOCC2)nc2ccccc12	1%	3%
CCCCn1cc(S(=O)(=O)c2cccc(C)c2)c(=O)c2cc(F)c(N3CCOCC3)cc21	-5%	-29%
Cc1ccccc1NC(=O)Nc1nnc(N2CCCCCC2)s1	7%	5%
COc1ccc(NC(=O)c2nc(S(C)(=O)=O)ncc2N(Cc2ccc(C)cc2)Cc2ccco2)cc1Cl	0%	-15%
Cc1ccc(Cn2c(=O)c3cccnc3n(CC(=O)Nc3cccc(C(F)(F)F)c3)c2=O)cc1	?	165%[activator]
COc1ccc(CNC(=O)c2ccc(-c3nc(CSc4ccccc4)c(C)o3)cc2)c(OC)c1	?	2%
CCOc1cccc(CC(=O)N2CCc3c([nH]c4ccccc34)C2c2ccc(SC)cc2)c1OCC (stereo not drawn)	-12%	-14%
Cc1cccc(C(=O)Nc2ccc(OCc3cc(=O)n4ccc(C)cc4n3)cc2)c1	5%	6%
Cc1cc2oc(=O)cc(CN3CCC(C)CC3)c2c(C)c1Cl	11%	0%
CCN(CC)CCNC(=O)c1cc(S(C)(=O)=O)ccc1OC	-1%	4%
CC1CCCCN1C(=O)c1ccc2c(c1)N(Cc1cccc(Cl)c1)C(=O)c1ccccc1S2=O (stereo not drawn)	0%[57.5 µM]	?
Cc1cn2c(=O)cc(COc3ccccc3NC(=O)c3ccccc3C)nc2s1	-7%	7%
CCOc1ccc(NC(=O)C2CCN(S(=O)(=O)c3ccc4c(c3)oc(=O)n4C)CC2)cc1	-1%	7%
COc1ccc(NC(=O)C2=C(C)Nc3ncnn3C2c2ccc(O)cc2)cc1 (stereo not drawn)	2%	13%
CCn1cnc2c1c(=O)n(CC(=O)NCc1cccs1)c(=O)n2Cc1ccccc1	-7%	-4%
CS(=O)(=O)N1CCCC(C(=O)NCc2ccc(OCC3CC3)nc2)C1 (stereo not drawn)	5%	-1%
CC(=O)Nc1cc(C(=O)NCCSC2CCCC2)ccc1C	1%	-1%
CCc1ccccc1NC(=O)c1ccc2c(SCC(=O)O)c3c(nc2c1)CCC3	-1%	-6%
Cc1ccsc1C(=O)N(Cc1ccccn1)C1CC1	13%	5%
Cc1cc(SCC(=O)NC2CCS(=O)(=O)C2)nc2c(C)cccc12 (stereo not drawn)	0%	0%
COc1ccc(C(=O)Nc2cc(-c3ccccc3)nn2-c2ccccc2)cc1	2%	-13%
Cc1ccc(-c2cc3ncc4c(n3n2)-c2ccccc2OC4)cc1	7%	14%
CCN(C(=O)COc1ncnc2ccccc12)c1cccc2ccccc12	-9%	0%
O=C(Nc1nc2c(s1)CCCC2)c1ccccc1F	1%[57.5 µM]	-16%
O=C(Nc1ccc(-c2cnc(C3CC3)o2)cc1)c1cccc(F)c1	8%	2%
COc1ccc(C(=O)ON=C2CCCCC2)cc1Br	1%	-5%
O=C(NCc1cccs1)c1cccc2ccccc12	-3%	-8%
